Bioassay records: PubChem, National Center for Advancing Translational Sciences (NCATS)
AmpC inh detg: blocks E. coli AmpC beta-lactamase in detergent assay; AmpC hydrolysis of nitrocefin, absorbance 480 nm, 0.01% Triton; Potency, µM (top dose mostly 114 µM), for inactives: at the top dose activity change, negative = inhibition, most hits filed as inhibitors; 370,000 tested, 0.041% active; AID 485294;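 also: potency is read from the fitted curve at half-maximal effect; 0% = no-compound wells and -100% = no-enzyme wells; nearly all actives have a fitted effect of over 25% in size; some results filed as inactive show a strong effect at the top dose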
Target sequence (P00811 whole entry, looked up): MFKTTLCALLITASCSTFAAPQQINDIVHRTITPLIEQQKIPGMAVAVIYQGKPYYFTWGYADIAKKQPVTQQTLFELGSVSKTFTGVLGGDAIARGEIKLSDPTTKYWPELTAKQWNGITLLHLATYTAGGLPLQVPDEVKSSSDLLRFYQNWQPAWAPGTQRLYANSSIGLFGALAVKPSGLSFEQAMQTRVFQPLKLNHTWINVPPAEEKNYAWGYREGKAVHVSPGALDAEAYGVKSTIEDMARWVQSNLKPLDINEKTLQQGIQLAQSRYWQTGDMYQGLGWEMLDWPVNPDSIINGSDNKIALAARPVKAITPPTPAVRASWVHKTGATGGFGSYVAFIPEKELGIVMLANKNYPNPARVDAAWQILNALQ
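20 mM phosphate pH 7.0 + 0.01% (detergent screen) or 0.0001% Triton X-100; 5.3 nM AmpC reagent; cpd preinc 15 min RT; nitrocefin (800 uM stock) to start; A480 q20 s × 4 min; Activity was normalised to no-enzyme and no-compound control wells.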
Sm TGR inh: blocks Schistosoma mansoni thioredoxin glutathione reductase | Potency, µM (doses to about 114 µM), for inactives: at the highest dose activity change, negative = inhibition, most hits filed as inhibitors | 360,000 tested, 3% active | purified TGR, DTNB reduction, TNB absorbance 405 nm | Q962Y6 | AID 485364; also: potency is read from the fitted curve at half-maximal effect; nearly all actives have a fitted effect of over 60% in size
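TGR 20 nM + NADPH 100 uM (dispensed conc.), cpd preinc 15 min RT; start with NADPH (500 uM addition) then DTNB (15 mM addition). Kinetic TNB absorbance, 405 nm filter. Four-parameter Hill fit across titration.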
HCMV inh: human cytomegalovirus inhibition; 410,000 tested, 4.5% active; activity change, negative = inhibition, % at 57.5 µM; HFF cells, HCMV-luciferase reporter, 72 h; stronger effect = lower value; in the data active = activity change below about -60%; inconclusive = no clear call, values can overlap the other calls; inactive = above about -39%
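Two-dose cell screen: HFF monolayers treated with compounds and infected with luciferase-expressing HCMV at 1 PFU/cell, 72 h at 37C, then lysed for luciferase measurement.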
HCV inh: inhibitors of hepatitis C virus infection; 340,000 tested, 3.4% active; Huh7.5.1 HCVcc-Cre infection, luciferase reporter, 44 h; Potency, µM (top dose mostly 41.8 µM), inactives show at the highest dose activity change, negative = inhibition, most hits filed as inhibitors; also: potency is read from the fitted curve at half-maximal effect
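Antiviral activity was scored by luciferase reporter output from cells infected with HCVcc-Cre (~0.5 moi) in presence of compound, 44 h infection period, cells seeded 1,000/well 4 h prior.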
AMA1 RON2 block: inhibitors of Plasmodium falciparum AMA1-RON2 interaction; AlphaScreen AMA1-biotinylated RON2 peptide binding; Potency, µM (top dose mostly 58.2 µM), inactives show at the top dose activity change, negative = inhibition, usual class: inhibitors; 360,000 tested, 0.2% active;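 also: potency is read from the fitted curve at half-maximal effect; 0% = vehicle wells and -100% = peptide control; nearly all actives have a fitted effect of over 45% in size; some results filed as inactive show a strong effect at the top dose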
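AMA1 (3D7) with his tag at 25 nM final met compounds first, then biotinylated RON2 peptide at 25 nM; detection used donor plus acceptor beads, 10 µg/mL apiece, read by AlphaScreen after 30 min at room temperature.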
FBPA Giardia inh: Giardia lamblia aldolase inhibition | purified Giardia FBPA | Potency, µM (top dose mostly 59.6 µM), without a hit: at the highest dose activity, negative = inhibition, usual class: inhibitors | 290,000 tested, 0.71% active | AID 2451; also: potency is read from the fitted curve at half-maximal effect; nearly all actives have a fitted effect of over 55% in size
Target sequence (A8B2U2 whole entry, looked up): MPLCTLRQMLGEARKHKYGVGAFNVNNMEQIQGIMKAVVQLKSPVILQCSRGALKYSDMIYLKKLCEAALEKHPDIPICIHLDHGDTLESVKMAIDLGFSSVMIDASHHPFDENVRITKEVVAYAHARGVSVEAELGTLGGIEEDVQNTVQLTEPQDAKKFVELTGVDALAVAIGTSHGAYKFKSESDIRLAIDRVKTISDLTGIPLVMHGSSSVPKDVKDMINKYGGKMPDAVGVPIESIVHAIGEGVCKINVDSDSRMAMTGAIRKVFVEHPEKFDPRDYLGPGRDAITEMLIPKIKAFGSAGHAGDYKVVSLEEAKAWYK
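Giardia FBPA (40 nM reagent) was preincubated 10 min at RT with compound (up to 57.5 uM final), then substrate plus GAPDH/TPI/NAD/arsenate coupling system with diaphorase/resazurin was added; resorufin fluorescence (525/598 nm) was read after 20 min.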
* marks the source's active call; other numbers are inactive results; ? = inconclusive; / = not tested or not shown; & = joins results of further samples; [ ] = dose if it differs, or a comment. Unless noted, calls follow the shape of the dose curve; as a rule, active = well fitted curve in the direction sought with a large enough effect; inconclusive = small, poorly fitted or top-dose-only effect, or another doubt; inactive = no such curve, though single readings can be large; an effect the other way counts as inactive or inconclusive. Unless noted, % is scaled to controls: 0 for no effect and ±100 for the full control effect. Random draw from the library (roughly 9.3% active in at least one column).

SMILES	AmpC inh detg	Sm TGR inh	HCMV inh	HCV inh	AMA1 RON2 block	FBPA Giardia inh
Cc1ccccc1C(=O)N[C@H](C(=O)OCC(=O)NC1CC1)C(C)C	/	/	-21	12%	19%	/
CC(c1ccccc1)N1CCn2c(nc3cc(NC(=O)c4cccs4)ccc32)C1 (stereo unspecified)	3%	?	-73*	10µM*	8%	-8%
Cc1cccn2c(=O)c3cc(C(=O)NCc4ccc(F)cc4)c(=N)n(CC4CCCO4)c3nc12 (stereo unspecified)	-4%	-7%	?	-1%	8%	/
COCC(C)n1c(C)cc(C(=O)COC(=O)c2c(NC(C)=O)sc(C)c2C)c1C (stereo unspecified)	-13%	0%	-5	?	36%[activator]	0%
O=C(COC(=O)c1ccc([N+](=O)[O-])o1)Nc1ccc(F)cc1	/	/	45	-9%	-3%	/
O=C(NC(Nc1ncc(S(=O)(=O)c2ccc([N+](=O)[O-])cc2)s1)(C(F)(F)F)C(F)(F)F)c1ccc(Cl)cc1	-1%	-16%	-96*	4.5µM*	-6%	9%
O=C(CCN1C(=O)C2C3C=CC(C3)C2C1=O)Nc1ccc2c(c1)OCO2 (stereo unspecified)	-1%	3%	-11	4%	-1%	-1%
Cc1cccc(-c2nc(C#N)c(NCC3CCCO3)o2)c1 (stereo unspecified)	2%	-15%	0	-18%	-12%	2%
O=C(c1cnn2c(C(F)(F)F)cc(-c3ccc(F)cc3)nc12)N1CCc2ccccc2C1	-4%	2%	-72*	?	-4%	-5%
c1ccc(SCc2nc(-c3ccncc3)no2)cc1	0%	0%	76	7%	7%	3%
Fc1cccc(Cl)c1-c1nnc2ccc3ccccc3n12	-7%	-11%	-84*	10µM*	-11%	?
Cc1nn(-c2ccccc2)c2[nH]c(C(F)(F)F)cc(=O)c12	-2%	-22%	-26	10%	12%	-14%
CCOc1ccc(N(C)C(=O)CCc2nnc3ccc(N4CCCC4)nn23)cc1	2%	4%	-28	4%	3%	/
CCS(=O)c1ccccc1C(=O)OC(C)C(=O)Nc1ccc(S(=O)(=O)N2CCCC2)cc1 (stereo unspecified)	-3%	3%	-37	?	-21%	/
COc1ccc(C(C)NC(=O)C2C(=O)NC3(C)CC2c2ccccc2O3)cc1 (stereo unspecified)	1%	8%	4	3%	0%	3%
CS(=O)(=O)N1N=C(c2ccc(Br)cc2)CC1c1cccs1 (stereo unspecified)	?	2%	30	-21%	6%	0%
Cc1cc(=O)n(-c2ccccc2Cl)[nH]1	5%	13%	-30	7%	9%	-11%
Cc1cccc(-n2c(C)nc3cc(C(=O)NC4CCCCCC4)ccc32)c1	6%	5%	-16	/	/	/
O=C(Nc1nnc(-c2ccc(F)cc2)s1)Nc1ccccc1F	0%	11%	10	6%	-1%	4%
N#Cc1cccc(NC(=O)CCNC(=O)c2ccccc2Cl)c1	2%	-22%	?	15%	6%	4%
COC(=O)c1ccc2c(=O)n(CCc3ccc(S(N)(=O)=O)cc3)c(SCC(=O)C(C)(C)C)nc2c1	7%	-2%	-22	/	/	/
COc1cccc(C2NC(=O)NC(C)=C2C(=O)Nc2ccccc2C)c1 (stereo unspecified)	-9%	4%[11.4 µM]	/	/	/	4%
O=C(CN1C(=O)NC2(CCCCC2)C1=O)Nc1ccc2[nH]c(=O)[nH]c2c1	1%	-5%	23	0%	0%	/
O=C(c1ccc(NS(=O)(=O)c2ccccc2)cc1)N1CCN(Cc2ccc3c(c2)OCO3)CC1	?	-7%	-19	-1%&-19%	-12%	2%
Cn1cc(C(=O)c2ccc(Cl)cc2Cl)cc1C(=O)N/N=C(\N)COc1ccc(Cl)cc1Cl	1%	0%	?	13µM*	80%[activator]	12%
COc1cc(OC)c2c(-c3ccccc3)cc(=O)oc2c1C(CC(=O)N1CCN(c2ccccc2)CC1)c1ccc(N(C)C)cc1 (stereo unspecified)	-4%	-23%	36	?	?	-9%&-3%
Cc1nnc(-c2ccc(Oc3ccc(Cl)cc3)c([N+](=O)[O-])c2)o1	-9%	-14%	23	-11%	-3%	-1%
CC(C)c1nnc(NC(=O)c2cccs2)s1	?	3%	53	?	-3%	-12%
Cc1noc(C)c1S(=O)(=O)N1CCC(C(=O)NC2CCN(Cc3ccccc3)CC2)CC1	?	3%	-40	?	6%	0%
O=[N+]([O-])c1ccc(CN2CCN(c3ccc(F)cc3)CC2)o1	-20%	-36%	-27	10%	?	?
Cc1cccc(NC(=O)CSc2cccc3cccnc23)c1	3%	1%	-16	7%	-10%	8%
COCCn1c(SCC(=O)N2CCCCC2)nc2ccccc2c1=O	3%	10%	-21	12%	-4%	3%
O=C(CNS(=O)(=O)c1c(Cl)cccc1Cl)OCc1csc(-c2ccccc2)n1	?	2%	-14	27%	-9%[2.32 µM]	2%
CCN(CC)C(=O)[C@H]1CC(CC(=O)NCCc2ccccn2)C(=O)N2CCc3c([nH]c4ccccc34)[C@]12C (stereo partly specified)	/	/	-13	?	30%	/
Cc1n[nH]c(=O)c2c(NC(=O)CSc3nc4ccccc4c(=O)n3-c3ccc(OC(F)F)cc3)oc(C)c12	-1%	-29%	19	-6%	2%	/
O=C(CN1C(=O)/C(=C/c2ccccc2)SC1=S)Nc1cccnc1	-11%	/	-7	-7%	27%	4%
COc1ccc(-n2c(=O)c(CCC(=O)N(C)Cc3cccs3)nc3ccccc32)cc1	?	9%	?	?	-1%	/
CCCCn1c(N)c(N(CCC(C)C)C(=O)CCN2C(=O)C3CC=CCC3C2=O)c(=O)[nH]c1=O (stereo unspecified)	-1%	4%	2	9%	2%	/
CC[n+]1ccccc1/C=C1\Sc2ccc(C)cc2N1C	-9%	-17%	-97*	6.3µM*	0%	-16%
COc1ccc(NC(=O)CSc2nc3c(c(=O)n2-c2ccc(F)cc2)SCC3)cc1	-11%	2%	-9	4%&7%	-4%	-6%
Clc1ccc(Cl)c(OCCCCN2CCNCC2)c1	1%	-23%	83	?	6%	-17%
NS(=O)(=O)c1ccc2nc(NC(=O)c3ccncc3)sc2c1	1%	0%	19	0%	-19%	10%
O=C(CN1CCC(O)(c2ccccc2)CC1)Nc1ccc2c(c1)OCCO2	-13%	-16%	-3	2%	-2%	2%
CCc1nc(C)cn1S(=O)(=O)c1cc(OC)c(C)cc1C	?	10%	-34	-9%	45%[activator]	-14%
CNC(=O)c1ccccc1S(=O)c1ccccc1C#N (stereo unspecified)	?	0%	50	16%	-3%	5%
NC1=NC(=O)/C(=C/c2ccccc2OS(=O)(=O)c2ccccc2)S1	?	5%	-19	?	-3%	-7%
COc1ccc(S(=O)(=O)NCC2CCCN(Cc3ccc(C)o3)C2)cc1 (stereo unspecified)	3%	35µM*	-17	2%	5%	3%
O=[N+]([O-])c1cccc(/C=C/c2ccncc2)c1	-6%	-1%	-4	?	5%	-6%
O=C(Nc1cccc([N+](=O)[O-])c1)Nc1cnccn1	3%	15%	-33	8%	-2%	13%
CC(C)(C)C(=O)Nc1ccccc1-c1nc2ccccc2[nH]c1=O	-10%	6%	-31	11%	-5%	-7%
CCC(=O)Nc1ccc(-c2nn3c(C)nnc3s2)cc1C	?	-1%	78	14%	4%	0%
C#Cc1ccc2c(c1)COc1c3ccccc3nn1-2	/	/	3	-30%	-12%	/
CN(C)C(=O)CCC(=O)N1CCCC(C(=O)c2ccc(C(F)(F)F)cc2)C1 (stereo unspecified)	-2%	14%	?	15%	-9%	3%
O=C(NNc1ccccc1[N+](=O)[O-])NC1CCCCC1	2%	40%[activator]	-24	14%	-5%	-20%
COc1ccc(C2C(C(=O)O)c3ccccc3C(=O)N2C)cc1Br (stereo unspecified)	3%	-4%	2	18%	3%	17%
CN(C)c1ccc(C(=O)N2CCCC(CCC(=O)N3CCN(c4ccccn4)CC3)C2)cc1 (stereo unspecified)	-3%	-8%	4	?	-4%	/
CC(=O)O[C@@H]1[C@H]2CC[C@@H]3[C@]1(C[C@@H](OC(C)=O)[C@@]1(O)C([C@@H]4O[C@@H]4C1(C)C)[C@]3(C)O)C[C@@]2(C)O (stereo partly specified)	-4%	-11%	-14	20%[8.37 µM]	-1%	-8%
COc1ccccc1NC(=O)/C(C#N)=C/c1cccnc1	?	-12%	12	13%	17%	-10%
O=C(COC(=O)c1ccccc1Cc1ccccc1)Nc1ccc(SC(F)F)cc1	-1%	5%	45	?	15%	-5%
O=C(Cn1cc([N+](=O)[O-])cn1)N1CCc2ccccc2C1	?	2%	?	17%	-5%	-1%

12 entries from above, comma-delimited:
canonical_smiles,AmpC inh detg,Sm TGR inh,HCMV inh,HCV inh,AMA1 RON2 block,FBPA Giardia inh
O=C(Nc1cccc([N+](=O)[O-])c1)Nc1cnccn1,3%,15%,-33,8%,-2%,13%
CC(C)(C)C(=O)Nc1ccccc1-c1nc2ccccc2[nH]c1=O,-10%,6%,-31,11%,-5%,-7%
CCC(=O)Nc1ccc(-c2nn3c(C)nnc3s2)cc1C,?,-1%,78,14%,4%,0%
C#Cc1ccc2c(c1)COc1c3ccccc3nn1-2,/,/,3,-30%,-12%,/
CN(C)C(=O)CCC(=O)N1CCCC(C(=O)c2ccc(C(F)(F)F)cc2)C1 (stereo unspecified),-2%,14%,?,15%,-9%,3%
O=C(NNc1ccccc1[N+](=O)[O-])NC1CCCCC1,2%,40%[activator],-24,14%,-5%,-20%
COc1ccc(C2C(C(=O)O)c3ccccc3C(=O)N2C)cc1Br (stereo unspecified),3%,-4%,2,18%,3%,17%
CN(C)c1ccc(C(=O)N2CCCC(CCC(=O)N3CCN(c4ccccn4)CC3)C2)cc1 (stereo unspecified),-3%,-8%,4,?,-4%,/
CC(=O)O[C@@H]1[C@H]2CC[C@@H]3[C@]1(C[C@@H](OC(C)=O)[C@@]1(O)C([C@@H]4O[C@@H]4C1(C)C)[C@]3(C)O)C[C@@]2(C)O (stereo partly specified),-4%,-11%,-14,20%[8.37 µM],-1%,-8%
COc1ccccc1NC(=O)/C(C#N)=C/c1cccnc1,?,-12%,12,13%,17%,-10%
O=C(COC(=O)c1ccccc1Cc1ccccc1)Nc1ccc(SC(F)F)cc1,-1%,5%,45,?,15%,-5%
O=C(Cn1cc([N+](=O)[O-])cn1)N1CCc2ccccc2C1,?,2%,?,17%,-5%,-1%

Following part.
SMILES	AmpC inh detg	Sm TGR inh	HCMV inh	HCV inh	AMA1 RON2 block	FBPA Giardia inh
Cc1ccc(S(=O)(=O)N2CCCCC2)cc1NC(=O)C1CCCO1 (stereo unspecified)	2%	2%	-8	-2%	9%	1%
OC(c1ccccc1)(c1ccccc1)C1CCN(C(=S)Nc2ccc(F)cc2)CC1	/	/	-10	-8%	52%[activator]	/
Cc1cc(C(=O)NNC(=S)NCC(C)C)cs1	0%	-1%	119	28%	43%[activator]	-3%
Cc1ccc2c(c1)c1cccc3c1n2CCN3CCC(N)=O	4%	-19%	/	?	?	-12%
CC(=O)N/C(=N\c1nc(C)cc(C)n1)Nc1ccc(Cl)cc1Cl	0%	27%	47	34%[activator]	-6%	-4%
